SF-1 act – activators of human SF-1, primary screen, cell-based, CHO-K1, Gal4-SF-1 LBD, luciferase luminescence; Steroidogenic factor 1 (Homo sapiens), Q13285; CHO-K1 Gal4-SF-1 LBD luciferase reporter; % increase over DMSO SF-1-specific signal; activation, % at 10 µM; 65,000 tested, 1.9% active; AID 522, 2006;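 active = activation above the mean activation of all tested compounds plus 3 SD, cut at about 50% in these data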
Target sequence (Q13285 whole entry, looked up, the tested form may be a part): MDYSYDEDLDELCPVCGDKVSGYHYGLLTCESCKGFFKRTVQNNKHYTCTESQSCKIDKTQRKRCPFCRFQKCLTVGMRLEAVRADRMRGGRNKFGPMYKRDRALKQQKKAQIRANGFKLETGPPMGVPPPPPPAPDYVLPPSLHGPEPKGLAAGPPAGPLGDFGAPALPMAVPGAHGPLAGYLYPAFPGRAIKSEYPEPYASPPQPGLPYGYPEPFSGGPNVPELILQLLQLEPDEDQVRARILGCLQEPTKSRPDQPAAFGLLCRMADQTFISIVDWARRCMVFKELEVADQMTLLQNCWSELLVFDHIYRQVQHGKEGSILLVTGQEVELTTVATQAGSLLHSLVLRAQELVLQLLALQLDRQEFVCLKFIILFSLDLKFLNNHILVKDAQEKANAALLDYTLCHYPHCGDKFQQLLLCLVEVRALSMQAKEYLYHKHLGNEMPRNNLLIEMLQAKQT
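material = CHO-K1 cells with Gal4–hSF-1 LBD chimera plus Gal4-driven luciferase | compound = 10 µM single point, 1% DMSO | incubation = 20 h compound exposure at 37 °C after 1 h cell settling | measured by = SteadyLite luciferase luminescence | evaluation = percent activation relative to DMSO median and mock-transfected background | control set = DMSO negative control and −SF1 background wells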
RORa activator – activators of orphan receptor RORA, primary screen, cell-based, luminescence; Nuclear receptor ROR-alpha (Homo sapiens), P35398; CHO-K1 Gal4-RORA LBD luciferase reporter; percent increase over mock-subtracted basal signal; activation, % at 10 µM; 65,000 tested, 1.5% active; AID 560, 2006;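 active = activation above the mean of all tested compounds plus 3 SD, cut at about 49% in these data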;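 also: 0% = DMSO-treated RORA cells and 100% = added signal equal to DMSO minus mock-transfected cells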
E coli RNAP – E. coli RNAP inhibitors, biochemical | inhibition, %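 (tested at 10 µM)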 | 62,000 tested, 0.2% active | AID 559, 2006 | DNA-directed RNA polymerase subunit beta (Escherichia coli (strain K12)), P0A8V2 | E. coli RNA polymerase, fluorescence transcription assay; in the data active = inhibition above about 20%;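 also: 0% = enzyme without compound and 100% = no enzyme blank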
M1 agonist – M1 muscarinic receptor agonists, primary screen, CHO-M1 cells, Fluo-4 calcium, agonist mode. Muscarinic acetylcholine receptor M1. 64,000 tested, 3% active. B-score at 10 µM. Fluo-4 calcium fluorescence; active compounds read high. AID 626, 2007;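 active = fluorescence rise, raw or as B-score row- and column-corrected plate score, outside the 99.7% band of its plate's samples, either direction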
TNAP act mid DEA – human TNAP enzyme activators, primary screen, biochemical, luminescent, intermediate phosphate acceptor level; AID 813, 2007; 64,000 tested, under 10 active; purified TNAP, CDP-star luminescence, 100 mM DEA, 30 min; active compounds read high; scale: 0 levamisole-inhibited, 1 vehicle-only enzyme; activation factor at 20 µM;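 active = activation factor of at least 2 at 20 µM, relative to controls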
NADH coupling – inhibitors of PK/LDH coupling enzymes, profiling panel, artefact control, biochemical, MLSMR library; 65,000 tested, 0.02% active; IC50, µM (highest dose often 10 µM), inactives show at the highest dose inhibition; coupled PK/LDH NADH assays, four targets;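 active = single-dose screening hits from any of four coupled enzyme assays that gave an IC50 when retested across doses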;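 also: the DPM-DC format reads NADH fluorescence rather than 340 nm absorbance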
M1 antagonist – antagonists of rat M1 muscarinic receptor | Muscarinic acetylcholine receptor M1 (Rattus norvegicus), P08482 | CHO-M1 cells, Fluo-4 calcium, ACh EC80 antagonist mode; active compounds read low | B-score at 10 µM | 64,000 tested, 3.4% active;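 active = calcium fluorescence response, raw or row-and-column corrected B-score, differing from the plate sample mean either way at a set confidence level, mostly lower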
Target sequence (P08482 whole entry, looked up): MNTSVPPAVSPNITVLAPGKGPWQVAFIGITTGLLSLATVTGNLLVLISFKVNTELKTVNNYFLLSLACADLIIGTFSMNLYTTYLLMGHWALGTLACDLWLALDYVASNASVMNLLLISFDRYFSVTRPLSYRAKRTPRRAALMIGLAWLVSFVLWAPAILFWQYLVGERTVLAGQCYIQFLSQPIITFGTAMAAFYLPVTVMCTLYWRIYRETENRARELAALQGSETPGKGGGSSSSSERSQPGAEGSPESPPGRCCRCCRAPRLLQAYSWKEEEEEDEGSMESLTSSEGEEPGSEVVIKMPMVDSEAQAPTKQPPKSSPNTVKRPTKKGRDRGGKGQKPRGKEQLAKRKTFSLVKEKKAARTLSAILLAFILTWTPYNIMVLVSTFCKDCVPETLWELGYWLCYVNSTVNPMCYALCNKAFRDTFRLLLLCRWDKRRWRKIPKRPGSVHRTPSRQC
tolC growth inh – growth inhibitors of E. coli tolC mutant, primary screen, strain BW25113 ΔtolC::kan, 384-well; 65,000 tested, 2.2% active; growth inhibition, % at 10 µM (by protocol); OD615;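 active = growth inhibition at or above a cutoff equal to the mean over every tested compound plus 3 SD, cut at about 60% in these data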;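 also: growth measured after 20 h incubation at 37 °C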
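Test system: tolC-deleted E. coli BW25113 | Medium: LB with kanamycin 50 µg/mL | Compound dosing: Single concentration, 10 µM final per compound | Schedule: 37 °C, 20 h exposure | Measured by: OD at 615 nm | Evaluation: Percent growth inhibition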
Fluor 339 460 – intrinsic fluorescence of library compounds, ex339/em460 – biochemical, MLSMR library, data from DPM-DC assay, artefact control, profiling panel; compound autofluorescence, ex339/em460 nm, NADH buffer; active compounds read high; 1 = no-compound wells, NADH background; fluorescence fold increase at 10 µM; 65,000 tested, 5.5% active; AID 709, 2007;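 active = at 10 µM, mean starting fluorescence two-fold or more over control wells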;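 also: signal is the first read of a kinetic run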
Starred values were filed as active, the others as inactive; [ ] = dose if it differs, or a comment.

For Cn1c(=O)c(C(=O)CSc2nncs2)c(N)n(Cc2ccccc2)c1=O the results were SF-1 act 14, RORa activator -23, E coli RNAP -5, M1 agonist -1.1, TNAP act mid DEA 0.9, NADH coupling 3%, M1 antagonist 1, tolC growth inh 7 and Fluor 339 460 1.
`Nn1c(SCC(=O)Nc2ccccc2F)nc2ccccc2c1=O` gave SF-1 act -16, RORa activator -14, E coli RNAP -8, M1 agonist -0.86, TNAP act mid DEA 0.9, NADH coupling 3%, M1 antagonist -2, tolC growth inh -8 and Fluor 339 460 1.1.
`Cc1ccc(-n2nc(C)c3c2OC(N)=C(C#N)C3c2ccccc2F)cc1` (stereo not drawn) gave SF-1 act -1, RORa activator 4, E coli RNAP 12, M1 agonist 0.16, TNAP act mid DEA 1, NADH coupling 0%, M1 antagonist 0.53, tolC growth inh -2 and Fluor 339 460 1.
Screening OCc1ccnc2c(O)cccc12 returned SF-1 act 0, RORa activator 0, E coli RNAP 7, M1 agonist 0.039, TNAP act mid DEA 1.2, NADH coupling 8%, M1 antagonist 0.37, tolC growth inh -2 and Fluor 339 460 1.1.
Screening CCOC(=O)c1ccc(Nc2nnc3nc(C)cc(C)n23)cc1 returned SF-1 act -3, RORa activator -9, E coli RNAP 6, M1 agonist -0.71, TNAP act mid DEA 0.9, NADH coupling 8%, M1 antagonist -1.2*, tolC growth inh -3 and Fluor 339 460 1.1.
Screening CCOC(=O)c1[nH]c(C)c(/C(O)=C2\C(=O)C(=O)N(CCN(C)C)C2c2cccc(OC)c2OC)c1C (stereo not drawn) returned SF-1 act 1, RORa activator -11, E coli RNAP 11, M1 agonist -0.26, TNAP act mid DEA 1, NADH coupling 9%, M1 antagonist 0.23, tolC growth inh -3 and Fluor 339 460 1.
Screening CCCCn1c(=N)n(CC(=O)C(C)(C)C)c2ccccc21 returned SF-1 act -4, RORa activator 1, E coli RNAP 1, M1 agonist -0.51, TNAP act mid DEA 0.9, NADH coupling 5%, M1 antagonist 0.7, tolC growth inh 35 and Fluor 339 460 1.
`Cc1ccc(-c2noc(CSc3nc(N)cc(N)n3)n2)cc1` gave SF-1 act 61*, RORa activator 58*, E coli RNAP -3, TNAP act mid DEA 1, NADH coupling 4%, tolC growth inh 46 and Fluor 339 460 1.1.
Cn1c(C(=O)N2CCN(c3ccc(F)cc3)CC2)cc2c(=O)n(C)c3ccccc3c21 was read as SF-1 act 20, RORa activator 15, E coli RNAP 4, M1 agonist -0.28, TNAP act mid DEA 1, NADH coupling 6%, M1 antagonist -1.7, tolC growth inh 6 and Fluor 339 460 1.
Screening COc1ccc(Oc2c(-c3ccc(O)cc3O)n[nH]c2C)cc1 returned SF-1 act -18, RORa activator -6, E coli RNAP 6, TNAP act mid DEA 1.2, NADH coupling 5%, tolC growth inh 54 and Fluor 339 460 1.1.
c1cncc(-c2nnc(-c3cccnc3)nn2)c1 was read as SF-1 act -8, RORa activator 19, E coli RNAP 0, M1 agonist 0.55, TNAP act mid DEA 0.9, NADH coupling 3%, M1 antagonist 0.16, tolC growth inh -23 and Fluor 339 460 0.9.
Screening CC(C)Cc1n[nH]c(=O)[nH]1 returned SF-1 act 4, RORa activator 5, E coli RNAP 6, M1 agonist 0.042, TNAP act mid DEA 0.9, NADH coupling 4%, M1 antagonist -0.26, tolC growth inh -16 and Fluor 339 460 1.
Screening CCn1c(=O)c(=O)[nH]c2cc(C(=O)Nc3ccc(S(=O)(=O)N4CCCC4)cc3)ccc21 returned SF-1 act 0, RORa activator -4, E coli RNAP 10, M1 agonist -0.54, TNAP act mid DEA 0.9, NADH coupling 12%, M1 antagonist -1.2, tolC growth inh -5 and Fluor 339 460 1.8.
For O=C(c1cccs1)N1CCN(C(=O)N2CCOCC2)CC1 the results were SF-1 act 1, RORa activator 9, E coli RNAP 11, TNAP act mid DEA 0.9, NADH coupling 4%, tolC growth inh -15 and Fluor 339 460 1.1.
For O=C(COc1ccccc1)NCCc1nc2ccccc2[nH]1 the results were SF-1 act -9, RORa activator 12, M1 agonist -0.021, TNAP act mid DEA 0.9, NADH coupling 5%, M1 antagonist 0.57, tolC growth inh -5 and Fluor 339 460 1.1.
`CCOC(=O)c1c(C#N)c(SCC(=O)Nc2ccc(OC)cc2)nc2c1CN(CC)CC2` gave SF-1 act -8, RORa activator -2, E coli RNAP 9, M1 agonist 0.4, TNAP act mid DEA 0.9, NADH coupling 4%, M1 antagonist -1.8, tolC growth inh 9 and Fluor 339 460 1.1.
Screening O=C(CCc1nc2ccccc2[nH]1)NCc1ccc2c(c1)OCO2 returned SF-1 act 29, RORa activator -8, E coli RNAP 6, M1 agonist -1.1, TNAP act mid DEA 0.9, NADH coupling 5%, M1 antagonist -0.61, tolC growth inh -9 and Fluor 339 460 1.
For CCOC(=O)c1c(NC(=O)c2nn(CC)cc2Br)c(C#N)nn1-c1ccccc1 the results were SF-1 act -7, RORa activator 13, E coli RNAP 1, M1 agonist 0.2, TNAP act mid DEA 0.9, NADH coupling 1%, M1 antagonist 0.15, tolC growth inh 10 and Fluor 339 460 1.2.
For CC1Cc2nc(SCC(=O)Nc3ccccc3F)n(C)c(=O)c2S1 (stereo not drawn) the results were SF-1 act -12, RORa activator -2, E coli RNAP 10, M1 agonist 0.35, TNAP act mid DEA 1, NADH coupling 5%, M1 antagonist -0.85, tolC growth inh -27 and Fluor 339 460 0.99.
Screening COc1ccc(-c2cnc(N)nc2-c2ccc(OC)cc2O)cc1 returned SF-1 act 13, RORa activator 4, E coli RNAP 4, M1 agonist 0.54, TNAP act mid DEA 0.9, NADH coupling 1%, M1 antagonist 0.11, tolC growth inh 7 and Fluor 339 460 1.3.
`COCCOC(=O)C1=C(C)N=C2SCCC(=O)N2C1c1ccc(OC(=O)c2ccco2)cc1` (stereo not drawn) gave SF-1 act 19, RORa activator -8, E coli RNAP 2, M1 agonist -0.52, TNAP act mid DEA 0.9, NADH coupling 2%, M1 antagonist -0.52, tolC growth inh 15 and Fluor 339 460 1.1.
`O=P1(Nn2cnnc2)C=C(c2ccccc2)OC(c2ccccc2)=C1` gave SF-1 act 0, RORa activator -17, E coli RNAP 5, M1 agonist 0.017, TNAP act mid DEA 0.9, NADH coupling 9%, M1 antagonist 0.66, tolC growth inh -6 and Fluor 339 460 1.
For O=C(NCC1CCCO1)c1ccccc1-c1nc(-c2ccccc2)no1 (stereo not drawn) the results were SF-1 act 21, RORa activator -15, E coli RNAP 7, M1 agonist 2.4*, TNAP act mid DEA 0.9, NADH coupling 3%, M1 antagonist 0.1, tolC growth inh -5 and Fluor 339 460 1.
`CC(=O)Nc1ccc(N2S(=O)(=O)c3ccccc3S2(=O)=O)cc1` gave SF-1 act 9, RORa activator -20, E coli RNAP 7, M1 agonist 1.8, TNAP act mid DEA 1, NADH coupling 6%, M1 antagonist 0.57, tolC growth inh -1 and Fluor 339 460 1.
`O=C1CC(c2ccccc2)Cc2nc(NCc3ccco3)ncc21` (stereo not drawn) gave SF-1 act 4, RORa activator 12, E coli RNAP 9, M1 agonist 0.035, TNAP act mid DEA 0.8, NADH coupling 4%, M1 antagonist 0.085, tolC growth inh 8 and Fluor 339 460 1.1.
Screening O=C(NCc1cccnc1)c1ccc(CS(=O)(=O)c2ccc(Br)cc2)o1 returned SF-1 act -3, RORa activator -17, E coli RNAP 2, M1 agonist -0.23, TNAP act mid DEA 0.8, NADH coupling 4%, M1 antagonist 0.025, tolC growth inh -4 and Fluor 339 460 0.99.
CN(C)CCCNc1c2c(c(C#N)c3nc4ccccc4n13)CCC2 was read as SF-1 act 11, RORa activator -20, E coli RNAP -2, M1 agonist 0.71, TNAP act mid DEA 1, NADH coupling 7%[fluoresces], M1 antagonist -3.9*, tolC growth inh 0 and Fluor 339 460 2.1*.
`CN(C)S(=O)(=O)N(Cc1ccc(Br)cc1)c1ccccc1` gave SF-1 act -12, RORa activator -24, E coli RNAP -3, M1 agonist 0, TNAP act mid DEA 0.9, NADH coupling 6%, M1 antagonist -2.2*, tolC growth inh 88* and Fluor 339 460 1.1.
CC(c1ccco1)N(C(=O)COc1ccc(Cl)cc1Cl)c1ccccn1 (stereo not drawn) was read as SF-1 act 3, RORa activator 3, E coli RNAP 5, M1 agonist 1.6, TNAP act mid DEA 0.9, NADH coupling 1%, M1 antagonist -1.8, tolC growth inh 19 and Fluor 339 460 1.
Screening O=C1CCCCCN1Sc1ccccc1 returned SF-1 act -17, RORa activator -20, E coli RNAP -4, M1 agonist -0.72, TNAP act mid DEA 0.9, NADH coupling 6%, M1 antagonist 0.0031, tolC growth inh 7 and Fluor 339 460 1.1.

Gathered by group: those above containing bromine.
For CCOC(=O)c1c(NC(=O)c2nn(CC)cc2Br)c(C#N)nn1-c1ccccc1 the results were SF-1 act -7, RORa activator 13, E coli RNAP 1, M1 agonist 0.2, TNAP act mid DEA 0.9, NADH coupling 1%, M1 antagonist 0.15, tolC growth inh 10 and Fluor 339 460 1.2.
Screening O=C(NCc1cccnc1)c1ccc(CS(=O)(=O)c2ccc(Br)cc2)o1 returned SF-1 act -3, RORa activator -17, E coli RNAP 2, M1 agonist -0.23, TNAP act mid DEA 0.8, NADH coupling 4%, M1 antagonist 0.025, tolC growth inh -4 and Fluor 339 460 0.99.
`CN(C)S(=O)(=O)N(Cc1ccc(Br)cc1)c1ccccc1` gave SF-1 act -12, RORa activator -24, E coli RNAP -3, M1 agonist 0, TNAP act mid DEA 0.9, NADH coupling 6%, M1 antagonist -2.2*, tolC growth inh 88* and Fluor 339 460 1.1.

(further entries)
Screening COc1cc(NC(=O)CN(c2ccc(C)cc2)S(=O)(=O)c2c(C)n[nH]c2C)cc(OC)c1 returned SF-1 act 12, RORa activator -1, E coli RNAP 5, M1 agonist -0.41, TNAP act mid DEA 1, NADH coupling 2%, M1 antagonist 0.64, tolC growth inh 17 and Fluor 339 460 1.
For CCN(CC)c1ccc(C2C(C(=O)OCCOC)=C(C)NC3=C2C(=O)CC(C)(C)C3)cc1 (stereo not drawn) the results were SF-1 act 3, RORa activator 4, E coli RNAP 7, M1 agonist 0.13, TNAP act mid DEA 0.9, NADH coupling 6%, M1 antagonist 0.43, tolC growth inh 20 and Fluor 339 460 1.5.
CN(C)S(=O)(=O)c1cccc(C(=O)Nc2ccc(Cl)cn2)c1 was read as SF-1 act 65*, RORa activator 18, E coli RNAP 4, M1 agonist -0.095, TNAP act mid DEA 0.9, NADH coupling 5%, M1 antagonist -3*, tolC growth inh -4 and Fluor 339 460 1.1.
`CN1CCN(CCC(=O)Nc2ccc(OCc3ccccc3)cc2)CC1` gave SF-1 act 3, RORa activator -3, E coli RNAP -4, M1 agonist -1.7, TNAP act mid DEA 0.9, NADH coupling 6%, M1 antagonist -1.7*, tolC growth inh -13 and Fluor 339 460 1.
Fc1cc(Br)ccc1Nc1nc2ccccc2n2nnnc12 was read as SF-1 act -13, RORa activator 9, E coli RNAP 9, M1 agonist 0.0032, TNAP act mid DEA 0.9, NADH coupling 9%, M1 antagonist -0.51, tolC growth inh 19 and Fluor 339 460 1.8.
